HCMV inh: qHTS Assay for inhibitors of the human cytomegalovirus (HCMV). HFF cells, HCMV-luciferase reporter, 72 h; hits give low values. activity change, negative = inhibition, % at 57.5 µM. 410,000 compounds, 4.5% hits; in the data active means activity change below about -60%; inconclusive means no clear call, values can overlap the other calls; inactive means above about -39%
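Screen run at 2 compound doses on HFFs infected with reporter HCMV, MOI 1 PFU/cell. Luciferase activity from cell lysates at 72 h post infection gave inhibition relative to buffer-only and Salinomycin wells.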
HCV inhibitor: qHTS Assay for Inhibitors of Hepatitis C Virus (HCV). 340,000 compounds, 3.4% hits. Huh7.5.1 HCVcc-Cre infection, luciferase reporter, 44 h. AID 651820, 2012. Potency, µM (titrated, usually from 41.8 µM), for the others: at the highest dose activity change, negative = inhibition, most hits filed as inhibitors; further: potency means the concentration at half of the fitted maximal effect
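Luciferase read-out (15 sec integration) after a 15 min room-temperature substrate step quantifies HCVcc-Cre infection. Cells, 1,000 per well, had compound added 4 h post-plating, then virus at ~0.5 moi, and were cultured 44 h.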
AMA1-RON2 inh: qHTS for Inhibitors of AMA1-RON; Towards Development of Antimalarial Drug Lead: Primary Screen; Plasmodium falciparum AMA1 (3D7) - RON2 peptide interaction; AlphaScreen AMA1-biotinylated RON2 peptide binding; Potency, µM (top dose mostly 58.2 µM), for the others: at the highest dose activity change, negative = inhibition, most hits filed as inhibitors; 360,000 compounds, 0.2% hits; AID 720542, 2013;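 further: potency means the concentration at half of the fitted maximal effect; 0% = vehicle wells and -100% = peptide control; nearly all actives have a fitted effect of over 45% in size; some results filed as inactive show a strong effect at the top dose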
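AMA1 (3D7) with his tag at 25 nM final met compounds first, then biotinylated RON2 peptide at 25 nM; detection used donor plus acceptor beads, 10 µg/mL apiece, read by AlphaScreen after 30 min at room temperature.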
Sm TGR block: qHTS Assay for the Inhibitors of Schistosoma Mansoni Peroxiredoxins | AID 485364, 2010 | purified TGR, DTNB reduction, TNB absorbance 405 nm | 360,000 compounds, 3% hits | Schistosoma mansoni thioredoxin glutathione reductase (TGR), Q962Y6 | Potency, µM (series often up to 114 µM), without a hit: at the highest dose activity change, negative = inhibition, most hits filed as inhibitors; further: potency means the concentration at half of the fitted maximal effect; nearly all actives have a fitted effect of over 60% in size
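Kinetic colorimetric format: TGR-catalysed, NADPH-driven DTNB reduction monitored via TNB absorbance. Enzyme dispensed at 20 nM; compound exposure 15 min at room temperature before reaction start.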
AmpC inh detg: qHTS Inhibitors of AmpC Beta-Lactamase (assay with detergent); AID 485294, 2010; Potency, µM (series often up to 114 µM), for the others: at the top dose activity change, negative = inhibition, actives largely listed as inhibitors; 370,000 compounds, 0.041% hits; AmpC hydrolysis of nitrocefin, absorbance 480 nm, 0.01% Triton;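 further: potency means the concentration at half of the fitted maximal effect; 0% = no-compound wells and -100% = no-enzyme wells; nearly all actives have a fitted effect of over 25% in size; some results filed as inactive show a strong effect at the top dose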
Target sequence (P00811 whole entry, looked up): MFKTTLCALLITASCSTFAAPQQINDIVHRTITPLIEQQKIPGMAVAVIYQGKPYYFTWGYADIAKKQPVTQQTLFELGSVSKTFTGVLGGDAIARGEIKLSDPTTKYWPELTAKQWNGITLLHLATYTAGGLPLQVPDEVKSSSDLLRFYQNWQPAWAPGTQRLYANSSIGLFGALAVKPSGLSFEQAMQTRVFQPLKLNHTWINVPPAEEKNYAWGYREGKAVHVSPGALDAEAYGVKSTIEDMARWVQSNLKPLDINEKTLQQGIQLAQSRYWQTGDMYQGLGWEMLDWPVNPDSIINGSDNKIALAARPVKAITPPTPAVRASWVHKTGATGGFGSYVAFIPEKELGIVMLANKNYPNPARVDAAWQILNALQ
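AmpC (5.3 nM in the dispensed reagent) in 20 mM phosphate pH 7.0 with 0.01% (detergent screen) or 0.0001% Triton X-100 was preincubated with compounds for 15 min at room temperature. Nitrocefin was then added from an 800 uM solution, and hydrolysis was followed at 480 nm.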
Giardia FBPA inh: qHTS Assay for Inhibitors of Fructose-1,6-bisphosphate Aldolase from Giardia Lamblia; AID 2451, 2010; 290,000 compounds, 0.71% hits; purified Giardia FBPA; A8B2U2; Potency, µM (series often up to 59.6 µM), inactives show at the top dose activity, negative = inhibition, most hits filed as inhibitors; further: potency means the concentration at half of the fitted maximal effect; nearly all actives have a fitted effect of over 55% in size
Target sequence (A8B2U2 whole entry, looked up): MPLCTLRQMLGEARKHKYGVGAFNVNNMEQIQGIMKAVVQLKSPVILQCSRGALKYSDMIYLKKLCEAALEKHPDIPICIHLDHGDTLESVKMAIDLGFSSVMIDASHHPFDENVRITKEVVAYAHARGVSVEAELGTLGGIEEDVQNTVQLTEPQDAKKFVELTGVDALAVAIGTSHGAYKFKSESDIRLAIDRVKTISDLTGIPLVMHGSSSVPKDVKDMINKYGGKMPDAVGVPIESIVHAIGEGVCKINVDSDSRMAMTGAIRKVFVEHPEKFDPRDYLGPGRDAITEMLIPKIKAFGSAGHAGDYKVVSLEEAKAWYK
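Giardia FBPA (40 nM reagent) was preincubated 10 min at RT with compound (up to 57.5 uM final), then substrate plus GAPDH/TPI/NAD/arsenate coupling system with diaphorase/resazurin was added; resorufin fluorescence (525/598 nm) was read after 20 min.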
An asterisk follows results filed as active; ? = inconclusive; / = no result given; [ ] = remark or other dose. Unless noted, the call rests on the fitted dose curve; in most records, active means well fitted curve in the direction sought with a large enough effect; inconclusive means small, poorly fitted or top-dose-only effect, or another doubt; inactive means no such curve, though single readings can be large; an effect the other way counts as inactive or inconclusive. Unless noted, on the % scale 0 is the no-effect control and ±100 the full control effect.

Second line of a record – HCMV inh | AMA1-RON2 inh | Giardia FBPA inh | Sm TGR block | AmpC inh detg | HCV inhibitor
> COc1ccc(Nc2nc(C)cc(C)c2C#N)cc1OC
→ -27 | 0% | -12% | -15% | ? | 8%
> Cc1[nH]c2c(C)cccc2c1CN1CCC(CO)(Cc2ccccc2)CC1
→ -10 | -3% | -2% | -3% | 2% | -18%
> CCN(CC)S(=O)(=O)c1ccc(C(=O)N2CCN(C3=NS(=O)(=O)c4ccccc43)CC2)cc1
→ -15 | 7% | / | 7% | -3% | -3%
> CN(CC(=O)Nc1ccc(F)cc1Cl)Cc1cccs1
→ -17 | 8% | 1% | 1% | -2% | -2%
> COc1ccc(CCN2CCCC(CN(C)Cc3cc(Cl)c(O)c(OC)c3)C2)cc1 (configuration not stated)
→ 23 | 1% | ? | 50µM* | -11% | ?
> CCCn1c(N)c(C(=O)CSc2nnc(-c3ccco3)n2Cc2ccccc2)c(=O)[nH]c1=O
→ 58 | -14% | 0% | 0% | -15% | 17%
> Cc1ccc(/C=N/NC(=O)COc2ccccc2-c2ccccc2)cc1
→ -82* | 7% | 0% | 8% | -11% | ?
> COCc1nnc(SCC(=O)NCc2ccccc2)n1-c1ccccc1
→ -17 | 6% | 0% | -2% | -17% | 5%
> CCOC(=O)C1=C(C)NC(=S)NC1c1ccc(OC(=O)c2ccco2)cc1 (configuration not stated)
→ 28 | 36%[activator] | 11% | -4% | 3% | -15%
> CCc1ccc(CN2CCC(Oc3ccc(C(=O)NCc4ccccn4)cc3)CC2)o1
→ 0 | 3% | -5% | ? | 5% | -15%
> CCOc1ccc(CN(C)C(=O)c2cccnc2OCC)cc1OC
→ 13 | -3% | 3% | -3% | -4% | -2%
> O=C(O)C(Cc1cnc[nH]1)NS(=O)(=O)c1ccc(Cl)cc1 (configuration not stated)
→ 6 | 4% | -20% | -7% | ? | 6%
> COc1ccc(C(=O)OCC(=O)Nc2sccc2C(N)=O)cc1OC
→ -16 | -3% | 2% | -4% | -5% | ?
> Cc1ccc(C(=O)CSc2nnc(-c3snnc3C)n2C2CC2)cc1
→ -24 | -1% | -3% | 1% | 6% | ?
> Cc1ncc(NS(=O)(=O)c2ccc(N)cc2)nc1C
→ -8 | 16% | / | / | / | -3%
> COc1ccc(CN2CCNC(=O)C2CC(=O)NC2CCCCCCC2)cc1OC (configuration not stated)
→ ? | 4% | / | ? | 1% | 4%
> Brc1ccc(CNCCCSc2nnnn2-c2ccccc2)cc1
→ 67 | / | / | -1% | 16% | /
> Cc1ccc(-c2c(C(=O)N/N=C/C3CCCCC3)nnn2-c2nonc2N)cc1
→ 3 | 79%[activator] | 11% | -1% | 3% | 10%
> O=C(NC1CC1)c1ccc(NC(=O)C2CCC2)cc1
→ 39 | 3% | / | / | / | ?
> CC(Sc1nnc(C(F)(F)F)n1C)C(=O)Nc1ccc(N2CCOCC2)cc1 (configuration not stated)
→ -10 | -21% | / | / | / | 2%
> O=C(Oc1cccc(C(=O)N2CCOCC2)c1)c1ccc(Br)cc1
→ 14 | 6% | -1% | -8% | -20% | 12%
> Cc1cc(NC(=O)CSc2nccn2-c2ccc([N+](=O)[O-])cc2)no1
→ -34 | 9% | 0% | -5% | -2% | 1%
> Cn1c(SCC(=O)Nc2nc3ccccc3s2)ncc(C(=O)Nc2ccc(Cl)cc2)c1=O
→ -23 | / | / | 12% | 1% | /
> CC(=O)Nc1ccc(OCC(O)Cn2c3ccccc3c3ccccc32)c(C)c1 (configuration not stated)
→ -61* | 3% | -13% | 7% | ? | ?
> Cc1nnc(SCC(=O)Nc2cccc(Cl)c2)n1CC1CCCO1 (configuration not stated)
→ 35 | -3% | 7% | -9% | 1% | 16%
> CCn1c(=O)n(CC)c2cc(S(=O)(=O)Nc3ccccc3C)c(C)cc21
→ 142 | -9% | 5% | 1% | ? | -21%
> CCOc1cc(/C=C/C(=O)O)ccc1OCCOc1ccc(F)cc1
→ -3 | 2% | 1% | 1% | 0% | 14%
> COc1ccc(Cl)cc1-c1nc(SCC(=O)NC2CC2)n[nH]1
→ ? | -6% | -5% | 9% | 4% | 4%
> CC(C)(C)OC(=O)N[C@H](Cc1ccccc1)C(=O)N1CCC(C(=O)O)CC1
→ 19 | 2% | 10% | -13% | ? | 6%
> CCOC(=O)C(=NCCCN(C)C)NNc1cc(C(F)(F)F)ccc1Cl
→ -14 | 8% | ? | -22% | -1% | -13%

Ordered by count of non-hydrogen atoms (falling): part of the list above
Second line of a record – HCMV inh | AMA1-RON2 inh | Giardia FBPA inh | Sm TGR block | AmpC inh detg | HCV inhibitor
> CCOC(=O)C1=C(C)NC(=S)NC1c1ccc(OC(=O)c2ccco2)cc1 (configuration not stated)
→ 28 | 36%[activator] | 11% | -4% | 3% | -15%
> COCc1nnc(SCC(=O)NCc2ccccc2)n1-c1ccccc1
→ -17 | 6% | 0% | -2% | -17% | 5%
> CCOc1cc(/C=C/C(=O)O)ccc1OCCOc1ccc(F)cc1
→ -3 | 2% | 1% | 1% | 0% | 14%

Continuation:
Second line of a record – HCMV inh | AMA1-RON2 inh | Giardia FBPA inh | Sm TGR block | AmpC inh detg | HCV inhibitor
> CCOC(=O)C12CNC(=O)C(C(=O)OCC)(CNC1=O)C2
→ -4 | 2% | -8% | 8%[11.4 µM] | ? | 5%
> Cc1cccc(C)c1NS(=O)(=O)c1ccc2c(c1)NC(=O)CO2
→ ? | -2% | -9% | 1% | -1% | 11%
> COc1cccc(NC(=O)NC2(C(=O)N3CCN(C)CC3)CCCCC2)c1
→ 8 | -8% | -1% | -8% | -9% | 16%
> COC(=O)c1cn(C(=O)c2cccc(Br)c2)c2ccccc12
→ 46 | -10% | 7% | 6% | ? | -1%
> Cc1ccc(NC(=O)COC(=O)c2cc(=O)c3ccccc3o2)c(Br)c1
→ -13 | 20% | / | / | / | -8%
> COc1ccc(C)cc1NC(=O)c1c(C(=O)Nc2cccc(C)c2C)sc2nc(C)cc(=O)n12
→ 12 | / | / | -35% | -2% | /
> O=C(COC(=O)c1cc(=O)[nH]c2ccccc12)c1ccc(Br)cc1
→ -12 | -1% | -4% | 13% | -1% | 28%
> CCC(C(=O)NCCCN1CCN(CC)CC1)n1nc(C)n2c(cc3occc32)c1=O (configuration not stated)
→ 1 | 1% | 0% | 0% | -3% | -4%
> Cc1ccc(C)c(NC(=O)N2CC=C(c3c[nH]c4ccccc34)CC2)c1
→ 0 | / | / | -16% | -5% | /
> C[C@H](CO)N1C[C@H](C)[C@@H](CN(C)C(=O)Nc2ccccc2)Oc2c(NC(=O)Cc3ccccc3)cccc2C1=O
→ ? | 7% | / | / | / | 4%
> CC(C)Cc1nnc(NC(=O)CCC(=O)N2CCN(c3ccc(F)cc3)CC2)s1
→ ? | 6% | 6% | -4% | -11% | -3%
> Fc1cccc(Cl)c1CSc1nnc(-c2ccncc2)o1
→ ? | 12% | 3% | 0% | -3% | 8%
> O=C(/C=C/c1ccccc1[N+](=O)[O-])Oc1ccccc1
→ / | / | 5% | 5% | -15% | /
> CCOc1cc(C(=O)N(C)CC(=O)Nc2cccc3ccccc23)ccc1OC
→ 0 | -2% | / | -16% | 3% | 2%
> Cc1csc(Nc2cccc3ccccc23)n1
→ -28 | -24% | -26% | 7% | 4% | -4%
> Cc1nc(SCC(=O)N2CC(=O)Nc3ccccc32)nc(C)c1C
→ -1 | -13% | 7% | -1% | -8% | 9%
> O=C(COC(=O)Cc1ccccc1F)NCCc1ccccc1
→ 106 | -1% | / | -1% | 9% | -2%
> COc1ccc(C(=O)N/N=C(\C)c2ccccn2)cc1OC
→ -112* | -15% | ? | -1% | ? | ?
> COc1ccc(OCC(=O)OCC(=O)N2C(C)CCCC2C)cc1 (configuration not stated)
→ -33 | -3% | / | 0% | -7% | 8%
> Cc1ccccc1OCC(=O)N/N=C/c1cccc(Oc2ccc([N+](=O)[O-])cc2[N+](=O)[O-])c1
→ ? | -6% | ? | -11% | -13% | 11µM*
> CC(C)CCN1C(=O)CCC1(C)C(=O)NC1CCCCCC1 (configuration not stated)
→ 19 | -2% | 7% | 7% | 3% | /
> Cc1c(C2(O)CCCCC2)[nH]c2ccc(C(F)(F)F)cc12
→ -10 | -9% | / | / | / | ?
> CCN(c1c(C)n(C)n(-c2ccccc2)c1=O)S(C)(=O)=O
→ 27 | 7% | 3% | 4% | 3% | 6%
> CSc1ccccc1NC(=O)Cn1c(-c2cscn2)nc2ccccc21
→ 40 | 5% | 8% | 9% | -7% | -19%
> Nc1c(N(Cc2ccco2)C(=O)c2ccc(Br)cc2)c(=O)[nH]c(=O)n1Cc1ccccc1
→ 85 | -2% | / | 35µM* | -1% | ?
> COc1cc2c(cc1OC)C13CCN4C=C5CCOC6CC(=O)N2C1C6C5CC43 (configuration not stated)
→ 24 | 12% | / | / | / | 21%
> COc1ccc(Cl)cc1S(=O)(=O)N1CCCC(C(=O)NCc2ccccc2)C1 (configuration not stated)
→ 11 | -6% | 1% | 0% | 0% | -16%
> COc1ccc(N(CCN2C(=O)c3ccccc3C2=O)C(=O)c2cccc([N+](=O)[O-])c2)cc1
→ -27 | -9% | 29% | 4% | 20% | -1%
> COc1cccc2cc(-c3nc(-c4cccs4)no3)c(=O)oc12
→ 13 | / | / | -5% | 6% | /
> Cn1c(SCC(=O)c2ccc(F)cc2)nnc1-c1ccccn1
→ 64 | 26% | 3% | -22% | -2% | 3%
> Cc1[nH]c(=O)[nH]c(=O)c1/C=C/C(=O)OCC(C)C
→ -25 | -6% | 8% | -7% | 1% | 23%
> CCOC(=O)CC1CCCCN1Cc1nc(-c2ccc(F)c(OC)c2)oc1C (configuration not stated)
→ 0 | 6% | 1% | 10% | 7% | -21%
> O=C(Oc1ccc(F)cc1)c1nc(SCc2ccccc2F)ncc1Cl
→ -21 | / | / | -3% | 26% | /
> Nc1c(Cl)ncnc1Nc1ccc(C(=O)O)cc1
→ 4 | -9% | / | / | / | 0%
> CCc1ccc(-n2nc(C)c3c(C(=O)Nc4cccc(C(F)(F)F)c4)cc(C)nc32)cc1
→ ? | / | / | 1% | -3% | /
> Clc1cccc(CN2CCC(Cc3ccccc3)CC2)c1
→ -22 | -8% | ? | -3% | 2% | -9%
> CC1CCCCC1NC(=O)Cn1cnc2sccc2c1=O (configuration not stated)
→ -1 | 0% | / | -10% | -6% | 1%
> CCc1ccccc1NC(=O)CSc1nc(-c2ccccc2)nn1C(=O)c1cccc([N+](=O)[O-])c1
→ / | / | 3% | 9% | ? | /
> O=C(COC(=O)c1nsc(Cl)c1Cl)NC1CCCCC1
→ -5 | -5% | -1% | -4% | -2% | 18%
> COC(=O)c1ccc(Nc2nc3ccc(C)cc3n3cnnc23)cc1
→ ? | -10% | -3% | 1% | -2% | 8%
> CCOc1ccc(NC(=O)CSc2oc(-c3ccccc3)nc2S(=O)(=O)c2ccc(Cl)cc2)cc1
→ -5 | / | / | 0% | 11% | /

Assay outcomes from PubChem BioAssay.
